Bioassay records deposited in PubChem BioAssay by several laboratories.
MrgX1 PAM: positive allosteric modulators of MrgX1, primary screen, HEK293 cells, Fluo-4 calcium flux; Mas-related G-protein coupled receptor member X1 (Homo sapiens), Q96LB2; FDSS; active compounds read high; B-score at 10 µM; 0.63% of 310,000 active; AID 588675, 2011;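 active = plate-corrected calcium response at least 3 library SD above typical, normal starting fluorescence, not activating the receptor alone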;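 also: compound read alongside a low EC10 to EC30 dose of BAM8-22 agonist; peak minus trough fluorescence over baseline measured at the second addition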
Target sequence (Q96LB2 whole entry, looked up): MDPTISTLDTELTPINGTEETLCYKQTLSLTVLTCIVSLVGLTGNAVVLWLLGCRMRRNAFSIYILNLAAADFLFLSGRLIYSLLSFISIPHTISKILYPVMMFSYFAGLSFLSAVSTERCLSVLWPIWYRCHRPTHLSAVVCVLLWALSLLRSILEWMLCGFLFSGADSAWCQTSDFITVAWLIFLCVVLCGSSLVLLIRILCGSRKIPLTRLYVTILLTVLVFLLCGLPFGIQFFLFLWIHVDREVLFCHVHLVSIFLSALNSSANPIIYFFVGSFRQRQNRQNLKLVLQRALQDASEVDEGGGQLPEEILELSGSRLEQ
MrgX1 ag: agonists of human MrgX1 receptor, primary screen, HEK293 cells, Fluo-4 calcium flux; Fluo-4 calcium fluorescence, agonist mode; active compounds read high; B-score at 10 µM; 0.44% of 310,000 active; Mas-related G-protein coupled receptor member X1 (Homo sapiens), Q96LB2; AID 588627, 2011;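 active = calcium response B-score plate-corrected fluorescence ratio at least 3 library SD, with starting fluorescence B-score inside 5 SD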
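System: HEK293 cells stably expressing human MrgX1 receptor; Dosing: test compound in the initial addition of three; Schedule: overnight plating, then 30 min 37 °C plus 30 min room-temperature dye loading; Detection: kinetic calcium dye fluorescence, Fluo-4 NW; Controls: per-plate positive and negative controls for Z′ factor.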
TMEM16A act: TMEM16A chloride channel activators or potentiators, primary screen, cell-based, HTS; Anoctamin-1 (Mus musculus), Q8BHY3; HEK293 TMEM16A/YFP-H148Q/I152L, iodide quench fluorescence; active compounds read low; B-score at 10 µM; 0.3% of 340,000 active; AID 623877, 2012;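 active = fluorescence-ratio B-score plate-corrected deviation score at least 3 library SD below zero, with starting fluorescence score within 5 deviations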;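 also: channel opened by trigger with iodide after compound preincubation; score built on the fluorescence ratio of max minus min over baseline; more negative score means more quench and so TMEM16A activation or potentiation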
MrgX1 antagonist: antagonists of human MrgX1 receptor, primary screen, HEK293 cells, Fluo-4 calcium flux; B-score at 10 µM; 1.3% of 310,000 active; Mas-related G-protein coupled receptor member X1 (Homo sapiens), Q96LB2; AID 588676, 2011; BAM8-22 antagonism; active compounds read low;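 active = calcium-response B-score plate-corrected more than 3 library SD below zero, starting fluorescence within 5 deviations, no agonist response on first addition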;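 also: peak minus trough fluorescence over baseline after final BAM8-22 challenge near maximal dose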
HDAC3 inh: HDAC3 deacetylase inhibitors, primary screen, biochemical, fluorescence, cell-free homogeneous | AID 2718, 2010 | recombinant HDAC3, fluorogenic peptide/trypsin coupled | Histone deacetylase 3 (Homo sapiens), O15379 | 0.15% of 320,000 active | inhibition, % at 8.3 µM; in the data active = inhibition above about 26%, passing the limit was not always enough
Target sequence (O15379 whole entry, looked up): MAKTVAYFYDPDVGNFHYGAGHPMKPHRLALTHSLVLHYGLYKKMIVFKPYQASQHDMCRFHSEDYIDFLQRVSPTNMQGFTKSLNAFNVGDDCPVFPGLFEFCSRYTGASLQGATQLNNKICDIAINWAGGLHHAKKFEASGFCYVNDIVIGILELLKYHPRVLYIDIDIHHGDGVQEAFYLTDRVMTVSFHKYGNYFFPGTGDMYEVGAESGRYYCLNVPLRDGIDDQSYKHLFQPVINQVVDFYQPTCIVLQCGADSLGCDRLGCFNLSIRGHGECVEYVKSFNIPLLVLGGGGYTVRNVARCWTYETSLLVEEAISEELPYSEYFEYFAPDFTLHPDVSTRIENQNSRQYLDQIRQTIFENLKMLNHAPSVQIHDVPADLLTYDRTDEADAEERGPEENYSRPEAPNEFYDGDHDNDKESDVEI
RGS4 act: RGS4 potentiators or activators, primary screen, cell-based, HEK293 M3R inducible RGS4, calcium flux. carbachol calcium flux Fluo4; active compounds read low. B-score at 10 µM. 0.92% of 310,000 active;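 active = B-score of the integrated calcium signal more than 4 SD below the library mean, with starting fluorescence not abnormally high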;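 also: negative B-score means reduced calcium response which marks RGS4 activation or potentiation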
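Material: M3R-expressing HEK293 line, RGS4 induced by doxycycline | Schedule: Overnight RGS4 induction, 30 min dye load 37 °C, 20 min compound RT | Measured by: Fluo4 fluorescence kinetic imaging of calcium | Read-out: Integrated calcium ratio converted to B score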
TRPC6 inhibitor: mouse TRPC6 channel inhibitors, primary screen, cell-based, HEK293, membrane potential dye | Short transient receptor potential channel 6 (Mus musculus), Q61143 | ACh-evoked depolarization; active compounds read low | B-score at 10 µM | 1.1% of 310,000 active | AID 2553, 2010;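 active = B-score under library mean minus 3 SD, initial fluorescence not abnormally high, positive integrated signal ratio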;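 also: B-score derived from integrated fluorescence ratio over the kinetic read; more negative B-score means stronger inhibition of depolarization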
TRPC6 act: mouse TRPC6 channel activators, primary screen, cell-based, HEK293, membrane potential dye; Short transient receptor potential channel 6 (Mus musculus), Q61143; B-score at 10 µM; 0.13% of 310,000 active; HEK293-TRPC6 membrane potential dye fluorescence; active compounds read high; AID 2550, 2010;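 active = B-score of the integrated fluorescence ratio above library mean plus 3 SD, and starting fluorescence ratio within library mean plus 5 SD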;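 also: higher score means more depolarization so channel activation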
TMEM16A inh: TMEM16A chloride channel inhibitors, primary screen, cell-based, HTS; Anoctamin-1 (Mus musculus), Q8BHY3; HEK293 TMEM16A/YFP iodide influx fluorescence, ionomycin; normalized B-score (activity score, 25-100; higher = stronger inhibition) at 10 µM; 1.2% of 310,000 active;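 active = ratio plate-corrected score three or more library SD toward inhibition, starting fluorescence score within five deviations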;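 also: score derived from kinetic fluorescence span divided by baseline fluorescence per well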
RGS4 block: RGS4 inhibitors, primary screen, cell-based, HEK293 M3R inducible RGS4, calcium flux. Fluo-4 calcium flux; active compounds read high; triggered by carbachol at its EC20. B-score at 10 µM. 0.45% of 310,000 active;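 active = B-score, a plate-corrected calcium signal, over three deviations above library mean, with baseline fluorescence within five deviations of library mean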;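 also: RGS4 expression induced by doxycycline in cells with stable M3 receptor; B-score is computed from the integrated fluorescence ratio over baseline after carbachol; higher B-score means a larger calcium signal and so more RGS4 inhibition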
Target sequence (P49798 whole entry, looked up): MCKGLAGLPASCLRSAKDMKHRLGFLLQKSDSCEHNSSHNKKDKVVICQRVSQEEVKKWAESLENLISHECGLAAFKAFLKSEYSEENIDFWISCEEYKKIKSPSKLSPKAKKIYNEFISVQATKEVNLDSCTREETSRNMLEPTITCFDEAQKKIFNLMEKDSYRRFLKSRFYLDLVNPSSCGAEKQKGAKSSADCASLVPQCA
SKKanGAS inh: S. pyogenes SKKanGAS growth inhibitors in kanamycin, primary screen, streptokinase expression inhibitor project, SKKanGAS strain, BacTiter-Glo luminescence; 6 h; inhibition, % at 7.5 µM; 1.3% of 300,000 active; AID 1662, 2009;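 active = mean replicate score, as percent of positive control median, at least 50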;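 also: strain carries kanamycin resistance gene driven by streptokinase promoter and grows in 40 µg/ml kanamycin; loss of luminescence reflects streptokinase promoter inhibition or plain growth inhibition; 0% = median of DMSO wells and 100% = positive control at its reference dose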
Numbers without * were called inactive; i = inactive; . = no result given. This is a random part of the collection; 6.7% or so of the library scored in one or more.

SMILES | MrgX1 PAM | MrgX1 ag | TMEM16A act | MrgX1 antagonist | HDAC3 inh | RGS4 act | TRPC6 inhibitor | TRPC6 act | TMEM16A inh | RGS4 block | SKKanGAS inh
CCc1ccc2[nH]c(=O)c(C(c3nnnn3Cc3ccc(OC)cc3)N3CCOCC3)cc2c1 (stereo not drawn) | i | i | i | i | . | i | i | i | i | i | -18
Cc1c(OCC(=O)NCCCN2CCOCC2)ccc2c1oc(=O)c1ccccc12 | i | i | i | i | -38 | i | i | i | i | i | 2
O=C(CN1CCC(n2nnc3cc(F)ccc32)CC1)NC1CCCCC1 | i | i | i | i | -1 | i | i | i | i | i | 1
O=c1nc(Nc2ccccc2)sc2ccc([N+](=O)[O-])cc12 | i | i | i | i | 0 | i | i | i | i | i | -9
O=C(O)/C(=C\c1ccco1)NC(=O)c1ccco1 | i | i | i | i | 3 | i | i | i | i | i | -6
Cc1ccccc1-c1cccc(CN2CCN(C)C(CCO)C2)c1 (stereo not drawn) | i | i | i | i | -7 | i | i | i | i | i | 1
CCOC(=O)c1nnn(-c2ccc(OC)cc2)c1N | i | i | i | i | 7 | . | . | . | i | . | .
CCc1cc(=O)oc2c(C)c(OCC(=O)N3CC[C@@]4(O)CCCC[C@H]4C3)ccc12 | i | i | i | i | -13 | i | i | i | i | i | -5
O=C(N/C(=C/c1cccs1)C(=O)N1CCCC1)c1ccccc1 | i | i | i | i | 4 | i | i | i | i | i | 1
O=C(CCC1COc2ccccc2O1)NC1CCCCC1 (stereo not drawn) | i | i | i | i | -3 | i | i | i | i | i | -1
O=C(CCc1nnc(C2(c3ccc(Cl)cc3)CCC2)o1)NCCCn1cccn1 | i | i | i | i | 0 | i | i | i | i | i | 0
CCN(CC)S(=O)(=O)c1cccc(C(=O)Nc2ccc(C#N)cc2)c1 | i | i | i | i | -1 | i | i | i | 100* | i | 10
COCCCNC(=O)C1CCCCN1S(=O)(=O)c1ccc(F)cc1 (stereo not drawn) | i | i | i | i | 0 | i | i | i | i | i | 0
CC(OC(=O)c1oc2ccccc2c1CSC1CCCCC1)C(=O)NC(N)=O (stereo not drawn) | i | i | i | i | 0 | i | i | i | i | i | 6
O=C(CNS(=O)(=O)Cc1ccccc1)NCc1ccccc1 | i | i | i | i | -2 | i | i | i | i | i | -1
O=[N+]([O-])c1ccc(Nc2ccccc2O)c2nonc12 | i | i | i | i | 5 | i | i | i | i | i | 9
CCc1ccc2c(COn3nnc4ccc(S(=O)(=O)N(C)C)cc43)cc(=O)oc2c1 | i | i | i | i | 2 | i | i | i | i | i | -8
N#Cc1cnn(-c2cccc(Cl)c2)c1-n1cccc1 | i | i | i | i | -1 | i | i | i | i | i | 0
COCc1cc(=O)n2[nH]c(SC)nc2n1 | i | i | i | i | -3 | i | i | i | i | i | -4
COc1cc(OC)cc(C(=O)Nc2c(F)cccc2F)c1 | i | i | i | i | 5 | i | i | i | i | i | -11
CCCNC(=O)c1c(O)c2c([nH]c1=O)CCCC2 | i | i | i | i | 1 | i | i | i | i | i | -13
C/C(N)=C(/C#N)C(=O)COC(=O)c1oc2ccccc2c1COC(C)C | i | i | i | i | 5 | i | i | i | i | i | .
CCOC(=O)c1ccc(NC(=O)CN(c2ccc(C)cc2)S(=O)(=O)c2c(C)nn(C)c2C)cc1 | i | i | i | i | 1 | i | i | i | i | i | 3
COc1ccc(-c2nc(-c3ccc(Br)cc3)no2)c(OC)c1 | i | i | i | i | -3 | i | i | i | i | i | 0
O=C1c2ccccc2NC(c2cccc(Cl)c2)N1N=C1CCCCCC1 (stereo not drawn) | 8.6* | i | i | i | -6 | i | i | i | i | i | 3
Cc1cc(C)c(C#N)c(SCc2ccc3c(c2)OCO3)n1 | i | i | i | i | 11 | i | i | i | i | i | 30
CCOC(=O)C(NCc1ccc(OC)cc1)(NC(C)=O)C(F)(F)F (stereo not drawn) | i | i | i | i | -10 | i | i | i | i | i | 1
Nc1c(Cl)ncnc1NCCO | i | i | i | i | -1 | i | i | i | i | i | -21
Cc1cc(Cl)ccc1NC(=O)/C=N/O | i | i | i | i | -6 | i | i | i | i | i | 7
COc1cc(NS(=O)(=O)c2ccc(NC(=O)/C(=C\c3ccccc3OC)NC(=O)c3ccccc3)cc2)nc(OC)n1 | i | i | i | i | 10 | i | i | i | i | i | 30
Cc1c(/C=N/O)c2ccccn2c1C(=O)c1ccc(F)cc1 | i | i | i | i | -4 | i | i | i | i | i | -1
O=C(C1=C[C@@H](C2CC2)C[C@@H](OCCCCO)O1)N1CCOCC1 | i | i | i | i | -1 | i | i | i | i | i | 1
CCCCC(=O)N1C/C=C\[C@H](c2ccc(OC)cc2)N(Cc2ccc(F)cc2)C(=O)[C@@H]1C | i | i | i | i | 1 | i | i | i | i | i | 7
NCC12CC3CC(CC(O)(C3)C1)C2 | i | i | i | i | 12 | i | i | i | i | i | -5
CCN1CCCC1CNCc1cc(OC)c(OC)c(OC)c1 (stereo not drawn) | i | i | i | i | 1 | i | i | i | i | i | 4
O=C(Oc1cccc([N+](=O)[O-])c1)N1CCCCC1 | i | i | i | i | -2 | i | i | i | i | i | 3
O=C(OCC(=O)N1CCOCC1)c1ccc(N2CCOCC2)c([N+](=O)[O-])c1 | i | i | i | i | 4 | i | i | i | i | i | 2
CN=Cc1c(NC)nc2c(C)cccn2c1=O | i | i | i | i | . | i | i | i | i | i | 1
COc1ccc(C2/C=C\CN(Cc3ccco3)CC(=O)N2Cc2ccc(F)cc2)cc1 (stereo not drawn) | i | i | i | i | 1 | i | i | i | i | i | 6
CN1C(=O)[C@@H]2[C@@H]3C[C@@H]([C@H]4ON=C(c5ccc(Cl)cc5Cl)[C@@H]34)[C@@H]2C1=O | i | i | i | i | 3 | i | i | i | i | i | 5
O=C(CSc1nnc(-c2ccc(Cl)s2)o1)N1CCc2ccccc21 | i | i | . | i | 5 | i | i | i | i | i | -1
COc1ccc(Nc2cc(Cl)ccc2C(=O)O)cn1 | i | i | i | i | -1 | i | i | i | i | i | 4
CC(C)(C)c1ccc(C2C(C(=O)c3ccco3)=C(O)C(=O)N2CC2CCCO2)cc1 (stereo not drawn) | i | i | i | i | -10 | i | i | i | i | i | 15
COC(=O)c1cc(OC)nc2ccc(Br)cc12 | i | i | i | i | 0 | i | i | i | i | i | -8
COc1c(Br)cc([N+](=O)[O-])c(OC)c1C(=O)NC(=O)Nc1nc(C)cc(C)n1 | i | i | i | i | -2 | i | i | i | i | i | 3
S=C(Nc1ccc(Cl)cc1Cl)Nn1cnnc1 | i | i | i | i | 2 | i | i | i | i | i | -4
O=C(Nc1cccc(Cl)c1Cl)c1ccccc1OCC(=O)N1CCOCC1 | i | i | i | i | -3 | i | i | i | i | i | 22
Cc1cccc2sc(NC(=O)c3ccc(Cl)s3)nc12 | i | i | i | -7.1* | -4 | i | i | i | i | i | 8
COc1ccc(NC(=S)N(CCO)Cc2cc3c(C)cc(C)cc3[nH]c2=O)cc1 | i | i | i | i | 10 | i | i | i | i | i | 1
Cc1ccc2c(c1)N(C(=O)c1ccco1)C(C)(C)c1ssc(=S)c1-2 | i | i | i | i | 8 | i | i | i | i | i | -1
COc1ccc(S(=O)(=O)c2ccc(OCC3CO3)cc2)cc1 (stereo not drawn) | i | i | i | i | -2 | i | i | i | i | i | 0
Cc1ccccc1-n1nnnc1SC1CCOC1=O (stereo not drawn) | i | i | i | i | -5 | i | i | i | i | i | 3
COc1ccccc1CN1C[C@@H]2C[C@@H](C3=Cc4cc(Cl)ccc4OC3)N3CCC[C@@]23C1=O | i | i | i | i | 1 | i | i | i | i | i | 12
Cc1ccc(S(=O)(=O)NC2CCCc3ccccc32)cc1C (stereo not drawn) | i | i | i | i | 12 | i | i | i | i | i | 15
COc1ccc(NC(=O)C2CCN(S(=O)(=O)c3ccc(OC)c(OC)c3)CC2)c(OC)c1 | i | i | i | i | 4 | i | i | i | i | i | 0
O=C(C1CCN(c2nc(-c3ccccc3)nc3c2CCC3)CC1)N1CCC(O)CC1 | i | i | i | i | 0 | i | i | i | i | i | -3
Cc1nnc(NC(=O)CSCc2c(C)noc2C)s1 | i | i | i | i | 2 | i | i | i | i | i | 1
COc1ccc(OC)c(S(=O)(=O)n2ccnc2C)c1 | i | i | i | i | 0 | i | i | i | i | i | 1
CCOC(=O)/C(C(N)=NCC(C)C)=C(/O)c1ccccc1 | i | i | i | i | 4 | i | i | i | i | i | 2
CCOC(=O)c1c(C)n(-c2ccccc2)c2ccc(O)cc12 | i | i | i | i | -2 | i | i | i | i | i | -4
The list continues:
SMILES | MrgX1 PAM | MrgX1 ag | TMEM16A act | MrgX1 antagonist | HDAC3 inh | RGS4 act | TRPC6 inhibitor | TRPC6 act | TMEM16A inh | RGS4 block | SKKanGAS inh
C(=C\c1ccccc1)/CSc1nnc(-c2ccncc2)n1Cc1ccco1 | i | i | i | i | -1 | i | i | i | i | i | -2
CNc1ccc(/C=C(\C#N)c2ccccn2)cc1[N+](=O)[O-] | i | i | i | i | 2 | i | i | i | i | i | -6
CNC(=S)N1N=C(c2cccs2)CC1c1ccc(F)cc1 (stereo not drawn) | i | i | i | i | 3 | i | i | i | i | i | 0
Cc1[nH][nH]c(=O)c1C(c1ccc(Br)cc1)c1c(C)[nH][nH]c1=O | i | i | i | i | -4 | i | i | i | i | i | -2
